CHO parental Ca: ATP-evoked calcium signal inhibitors, parental CHO, primary screen, counter-screen for OX1R antagonist project, cell-based, fluorescence, Fluo-8 calcium dye. parental CHO-K1, ATP-induced calcium, Fluo-8 fluorescence. inhibition, % at 5.6 µM. actives 0.63% (n = 330,000). AID 463079, 2010;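 active means inhibition above that plate's mean sample inhibition plus 3 SD, cut at about 26% in these data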;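 further: 0% = ATP-challenged DMSO wells and 100% = DMSO wells without ATP; some compounds past the cut are filed as inactive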
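Material – parental CHO cells · Reagent – ATP stimulus · Compound – single nominal dose of 5.6 µM per compound · Detection – Fluo-8 fluorescence · Read-out basis – percent inhibition of calcium signal · Controls – ATP-challenged DMSO wells low, unchallenged DMSO wells high · Repeats – no replicates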
CHRM1 agonist: human M1 muscarinic receptor agonists, primary screen, Fluo-8 calcium fluorescence, CHO-K1 cells, HTS. Muscarinic acetylcholine receptor M1 (Homo sapiens), P11229. CHO-K1 hM1, agonist mode; 0% DMSO, 100% acetylcholine EC100. activation, % at 3 µM. actives 0.33% (n = 360,000);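 active means activation above the run's mean compound activation plus 3 SD, cut at about 16% in these data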;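 further: peak over basal fluorescence ratio within a 140 s kinetic read after compound addition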
Target sequence (P11229 whole entry, looked up): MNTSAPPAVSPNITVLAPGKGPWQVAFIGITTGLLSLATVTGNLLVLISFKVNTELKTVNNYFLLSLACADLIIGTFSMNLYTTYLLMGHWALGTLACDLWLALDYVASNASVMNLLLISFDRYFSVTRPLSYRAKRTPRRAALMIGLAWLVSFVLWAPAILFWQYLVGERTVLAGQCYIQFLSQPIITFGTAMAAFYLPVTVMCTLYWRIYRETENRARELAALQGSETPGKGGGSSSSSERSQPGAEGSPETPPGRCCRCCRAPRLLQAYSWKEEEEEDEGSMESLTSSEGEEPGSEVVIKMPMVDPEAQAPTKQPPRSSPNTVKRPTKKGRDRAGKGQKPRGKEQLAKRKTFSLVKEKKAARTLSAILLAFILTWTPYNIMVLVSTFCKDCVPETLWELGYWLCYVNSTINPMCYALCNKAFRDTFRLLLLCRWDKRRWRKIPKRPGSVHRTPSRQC
CHRM1 PAM: human M1 muscarinic receptor positive allosteric modulators, primary screen, CHO-K1 cells, Fluo-8 calcium fluorescence, 1536-well | Muscarinic acetylcholine receptor M1 (Homo sapiens), P11229 | CHO-K1 hM1, ACh EC20; 0% = ACh EC20, 100% = maximal ACh | activation, % at 3 µM | actives 0.088% (n = 360,000) | AID 588819, 2011; in the data active means activation above about 19%, passing the limit was not always enough
M4 ag: human M4 muscarinic receptor agonists, primary screen, CHO-K1 cells, Fluo-8 calcium fluorescence. Muscarinic acetylcholine receptor M4 (Homo sapiens), P08173. CHO-K1 hM4/Gqi5; vehicle 0%, full acetylcholine response 100%. activation, % at 3 µM. actives 0.14% (n = 360,000);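 active means activation above the run mean over all test wells plus 3 SD, cut at about 32% in these data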;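 further: peak over basal fluorescence ratio per well then scaled between controls; 0% = DMSO wells and 100% = acetylcholine at EC100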
OXTR potentiate: human OXTR potentiators, primary screen, fluorescence, CHO-OTR cells, Fluo-8 calcium | actives 0.061% (n = 320,000) | activation, % at 3 µM | Fluo-8 calcium fluorescence, potentiator mode; 0% = oxytocin EC15, 100% = EC100 | Oxytocin receptor (Homo sapiens), P30559;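 active means activation above that plate's cutoff, the mean activation of tested compounds plus 3 SD, cut at about 6.6% in these data, passing the limit was not always enough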;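 further: 100% uses oxytocin at 75 nM as the full agonist control; some results filed as inactive read as strong as hits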
Target sequence (P30559 whole entry, looked up): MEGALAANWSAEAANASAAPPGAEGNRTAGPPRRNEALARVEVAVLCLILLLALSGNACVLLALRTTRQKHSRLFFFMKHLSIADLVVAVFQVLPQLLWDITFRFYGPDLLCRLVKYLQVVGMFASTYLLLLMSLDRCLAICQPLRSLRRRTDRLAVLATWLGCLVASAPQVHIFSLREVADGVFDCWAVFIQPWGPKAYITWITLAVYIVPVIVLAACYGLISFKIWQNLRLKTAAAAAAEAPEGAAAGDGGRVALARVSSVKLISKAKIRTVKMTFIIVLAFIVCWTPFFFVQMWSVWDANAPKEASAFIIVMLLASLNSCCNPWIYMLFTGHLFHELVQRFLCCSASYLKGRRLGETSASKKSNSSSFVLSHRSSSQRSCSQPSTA
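Dosing: Single dose, 3.0 µM nominal final compound concentration | Material: Human OTR in CHO cells | Technique: Kinetic Fluo-8 calcium fluorescence | Benchmarks: EC15 oxytocin alone as 0%, 75 nM oxytocin as 100% | Probe or stimulus: Oxytocin at about EC15, sub-maximal agonist stimulus | Incubation: Compound 6 min at room temperature before oxytocin, 100 s read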
CHRM1 antagonist: human M1 muscarinic receptor antagonists, primary screen, CHO-K1 cells, Fluo-8 calcium fluorescence, 1536-well; Muscarinic acetylcholine receptor M1 (Homo sapiens), P11229; CHO-K1 hM1, ACh EC80 antagonist; inhibition, % at 3 µM; actives 1.3% (n = 360,000); AID 588852, 2011;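 active means percent inhibition above its own plate's cutoff, namely the mean of that plate's compound wells plus 3 SD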;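 further: peak over basal fluorescence ratio during 140 s after agonist addition; 0% = ACh EC80 plus DMSO and 100% = DMSO alone without agonist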
CHO-K1 Ca ag: counter-screen for M1 agonists: effect in parental CHO-K1 cells; Fluo-8 calcium fluorescence; scaled to maximal ATP response, vehicle zero; activation, % at 3 µM; actives 0.48% (n = 360,000); AID 602248, 2012; in the data active means activation above about 15%;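 further: untransfected CHO-K1 host cells lacking M1 receptor as counterscreen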
CHRM4 antagonist: human M4 muscarinic receptor antagonists, primary screen, CHO cells, Fluo-8 calcium fluorescence. Muscarinic acetylcholine receptor M4 (Homo sapiens), P08173. CHO-hM4 cells, ACh EC80. inhibition, % at 3 µM. actives 0.73% (n = 360,000). AID 624125, 2012;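 active means inhibition above its plate's cutoff, the mean inhibition of sample wells plus 3 SD, cut at about 27% in these data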;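 further: 0% = acetylcholine EC80 with DMSO and 100% = DMSO without agonist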
CHO-K1 Ca antag: counter-screen for M1 antagonists: effect in parental CHO-K1 cells. ATP-induced calcium, Fluo-8 fluorescence. inhibition, % at 3 µM. actives 0.6% (n = 360,000). AID 602250;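 active means inhibition above a per-plate cutoff, the plate's mean sample inhibition plus 3 SD, cut at about 24% in these data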;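 further: 0% = DMSO plus EC80 ATP and 100% = DMSO alone without ATP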
* hit, by the source's call; . = no result given.

1. CCC1=C(OC(=O)c2ccccc2)C(C)(C)C(c2ccccc2)OC1=O (stereo unspecified)
2. O=C(Nc1cccc([N+](=O)[O-])c1)Nn1cnnc1
3. COc1ccc(-n2c(C)cc(C(=O)Cn3nc(C(=O)O)c4ccccc4c3=O)c2C)cc1
4. CCCCN1C[C@H](C)[C@@H](CC(=O)Nc2ccc(OC)cc2)C1=O
5. Cc1csc(NC(=O)CN2C(=O)C3CC=CCC3C2=O)n1 (stereo unspecified)
6. CCOc1ccc(CC2S/C(=N/N=C/c3ccco3)NC2=O)cc1 (stereo unspecified)
Assay by compound	1	2	3	4	5	6
CHO parental Ca	-16	4	1	.	12	-17
CHRM1 agonist	3	4	1	-3	0	-7
CHRM1 PAM	2	2	9	5	8	10
M4 ag	0	11	1	1	1	0
OXTR potentiate	-10	-6	-2	.	4	6
CHRM1 antagonist	1	5	-8	-9	-12	-5
CHO-K1 Ca ag	0.4	12	-0.5	0.8	2.3	0.1
CHRM4 antagonist	-25	1	5	-1	9	-6
CHO-K1 Ca antag	-12	11	-8	4	-10	-13

7. COc1ccc(N2CCN(C(=O)Cn3cnc4c3c(=O)n(C)c(=O)n4C)CC2)cc1
8. COc1cccc(-n2nnnc2SCC(=O)c2ccc(NC(C)=O)cc2)c1
9. COc1ccc(-c2nnc(SCC(=O)NC3CCCCC3)o2)cc1
10. Clc1nc2ccccc2cc1-c1nnn(-c2ccccc2Br)n1
11. O=C(NC(Cc1ccccc1)C(=O)O)/C(=C/c1ccc(Cl)cc1)NC(=O)c1ccco1 (stereo unspecified)
12. O=C1CCCN1CCCNc1ncnc2c1cnn2-c1ccc(Cl)cc1
Assay by compound	7	8	9	10	11	12
CHO parental Ca	-17	-14	-2	-30	-11	0
CHRM1 agonist	-6	1	-5	-6	-3	2
CHRM1 PAM	9	14	8	1	-5	4
M4 ag	0	1	2	1	-1	6
OXTR potentiate	2	-5	-2	-5	1	-9
CHRM1 antagonist	-9	-18	-8	3	8	-10
CHO-K1 Ca ag	0.0	-0.5	1.9	0.3	-0.3	3.0
CHRM4 antagonist	11	-7	-9	-5	11	-9
CHO-K1 Ca antag	-10	-17	-5	-15	-10	-10

Profiles, looked up by structure. Order of values: CHO parental Ca | CHRM1 agonist | CHRM1 PAM | M4 ag | OXTR potentiate | CHRM1 antagonist | CHO-K1 Ca ag | CHRM4 antagonist | CHO-K1 Ca antag
Shown for O=C(NC(Cc1ccccc1)C(=O)O)/C(=C/c1ccc(Cl)cc1)NC(=O)c1ccco1 (stereo unspecified) → -11 | -3 | -5 | -1 | 1 | 8 | -0.3 | 11 | -10
Shown for Clc1nc2ccccc2cc1-c1nnn(-c2ccccc2Br)n1 → -30 | -6 | 1 | 1 | -5 | 3 | 0.3 | -5 | -15

Going on with the list.
13. C=CC1=C(C(=O)O)N2C(=O)C(NC(=O)Cc3ccccc3)C2SC1 (stereo unspecified)
14. COc1ccc(CNC(=O)COc2ccc(S(=O)(=O)N3CCCCC3)cc2)cc1
15. CN(C)CC(C(=O)c1ccccc1)c1ccccc1 (stereo unspecified)
16. Cc1nn(-c2ccccn2)c2c1-c1nc(N3CCOCC3)ncc1CC2
17. Cn1nccc1-c1coc2c(C(=O)N3CCOCC3)cccc12
18. Cc1[nH]c2ccccc2c1C(=O)COc1ccccc1
Assay by compound	13	14	15	16	17	18
CHO parental Ca	-15	-14	-11	-12	.	-9
CHRM1 agonist	-1	-3	-5	0	2	-3
CHRM1 PAM	12	-4	11	-3	6	11
M4 ag	1	4	0	7	1	2
OXTR potentiate	-2	-4	-10	-7	.	-5
CHRM1 antagonist	-2	9	-11	15	-8	-11
CHO-K1 Ca ag	0.2	2.6	-0.3	5.6	0.0	0.0
CHRM4 antagonist	-3	-13	2	-2	-21	0
CHO-K1 Ca antag	2	5	13	12	-10	1

19. Cn1c2ccc(F)cc2c2nc3ccccc3nc21
20. Cc1ccc(-n2nc(C)c3c2OC(N)=C(C#N)C3c2ccc(C)o2)cc1 (stereo unspecified)
21. COc1ccccc1C(=O)NCCC(=O)Nc1cccc(S(=O)(=O)N2CCCC2)c1
22. COc1cccc(C2[C@H](C)C3(CCN2C)OCCO3)c1 (stereo partly specified)
23. Cc1cc(C)nc(/N=C(\NC(=O)C(C)(C)C)Nc2ccccc2)n1
24. CC1(C(=O)NCc2cc(F)cc(C(F)(F)F)c2)C=CC2(CCCCC2)N1C(=O)c1ccccc1 (stereo unspecified)
Assay by compound	19	20	21	22	23	24
CHO parental Ca	-12	-10	-15	-1	-6	-13
CHRM1 agonist	-5	-1	-3	-8	-5	-5
CHRM1 PAM	8	-5	-3	15	3	7
M4 ag	0	1	12	1	1	1
OXTR potentiate	3	-4	-7	1	-3	-17
CHRM1 antagonist	-11	-3	6	-6	4	2
CHO-K1 Ca ag	1.0	-0.4	3.2	0.6	6.1	-0.1
CHRM4 antagonist	1	6	7	-2	6	1
CHO-K1 Ca antag	-5	-2	1	0	8	-16

25. NC(=O)C(=O)N/N=C/c1c2ccccc2cc2ccccc12
26. Cc1cc(CN(C)C(=O)c2cc(COc3ccc(C)c(C)c3)on2)n[nH]1
27. Cc1ccc(C)n1-c1ccc(C(=O)NN)cc1
28. O=C(CCN1C(=O)/C(=C/c2ccccc2Cl)SC1=S)NNC(=O)c1cccnc1
Assay by compound	25	26	27	28
CHO parental Ca	-14	3	-2	-15
CHRM1 agonist	3	1	1	-1
CHRM1 PAM	18	-4	-6	-12
M4 ag	1	.	2	14
OXTR potentiate	-6	-12	-4	-19
CHRM1 antagonist	-15	-3	7	21
CHO-K1 Ca ag	-0.1	1.9	0.0	14
CHRM4 antagonist	-5	-2	-14	-12
CHO-K1 Ca antag	7	0	21	0

Entries from the list above that contain four or more nitrogen atoms, in the order listed:
2. O=C(Nc1cccc([N+](=O)[O-])c1)Nn1cnnc1
7. COc1ccc(N2CCN(C(=O)Cn3cnc4c3c(=O)n(C)c(=O)n4C)CC2)cc1
8. COc1cccc(-n2nnnc2SCC(=O)c2ccc(NC(C)=O)cc2)c1
10. Clc1nc2ccccc2cc1-c1nnn(-c2ccccc2Br)n1
12. O=C1CCCN1CCCNc1ncnc2c1cnn2-c1ccc(Cl)cc1
16. Cc1nn(-c2ccccn2)c2c1-c1nc(N3CCOCC3)ncc1CC2
20. Cc1ccc(-n2nc(C)c3c2OC(N)=C(C#N)C3c2ccc(C)o2)cc1 (stereo unspecified)
23. Cc1cc(C)nc(/N=C(\NC(=O)C(C)(C)C)Nc2ccccc2)n1
Assay by compound	2	7	8	10	12	16	20	23
CHO parental Ca	4	-17	-14	-30	0	-12	-10	-6
CHRM1 agonist	4	-6	1	-6	2	0	-1	-5
CHRM1 PAM	2	9	14	1	4	-3	-5	3
M4 ag	11	0	1	1	6	7	1	1
OXTR potentiate	-6	2	-5	-5	-9	-7	-4	-3
CHRM1 antagonist	5	-9	-18	3	-10	15	-3	4
CHO-K1 Ca ag	12	0.0	-0.5	0.3	3.0	5.6	-0.4	6.1
CHRM4 antagonist	1	11	-7	-5	-9	-2	6	6
CHO-K1 Ca antag	11	-10	-17	-15	-10	12	-2	8

26. Cc1cc(CN(C)C(=O)c2cc(COc3ccc(C)c(C)c3)on2)n[nH]1
28. O=C(CCN1C(=O)/C(=C/c2ccccc2Cl)SC1=S)NNC(=O)c1cccnc1
Assay by compound	26	28
CHO parental Ca	3	-15
CHRM1 agonist	1	-1
CHRM1 PAM	-4	-12
M4 ag	.	14
OXTR potentiate	-12	-19
CHRM1 antagonist	-3	21
CHO-K1 Ca ag	1.9	14
CHRM4 antagonist	-2	-12
CHO-K1 Ca antag	0	0

Screening data deposited in PubChem by The Scripps Research Institute Molecular Screening Center.
